Screening results from PubChem.
GLP1R cytotox = cytotoxicity in counter-screen for GLP-1R inverse agonists | Potency, µM (top dose mostly 38.3 µM), for the others: at the highest dose activity change, negative = inhibition, most hits filed as inhibitors | HEK293 cAMP-luciferase reporter cells, luminescence, 24 h | 0.13% of 410,000 active | AID 624418;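 further: loss of luciferase light is scored as toxicity; on the % scale 0 is the no-effect control and ±100 the full control effect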
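1536-well qHTS counterscreen of the MLSMR; 200 cells/uL, 12 h pre-incubation, 23 nL cpd, 24 h at 37 deg C 5% CO2, luciferase detection reagent, 12 min RT, luminescence. Inhibition = undesired.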
GLP1R ag = GLP-1 receptor (human) agonism; AID 624172; P43220; Potency, µM (titrated, usually from 45.6 µM), inactives show top-dose activation, hits mostly activators; 0.007% of 380,000 active; HEK293 GLP-1R CRE-luciferase, luminescence, 4-6 h; cells express a hypersensitive GLP-1R form; further: % of control where 0% means no effect
Target sequence (P43220 whole entry, looked up): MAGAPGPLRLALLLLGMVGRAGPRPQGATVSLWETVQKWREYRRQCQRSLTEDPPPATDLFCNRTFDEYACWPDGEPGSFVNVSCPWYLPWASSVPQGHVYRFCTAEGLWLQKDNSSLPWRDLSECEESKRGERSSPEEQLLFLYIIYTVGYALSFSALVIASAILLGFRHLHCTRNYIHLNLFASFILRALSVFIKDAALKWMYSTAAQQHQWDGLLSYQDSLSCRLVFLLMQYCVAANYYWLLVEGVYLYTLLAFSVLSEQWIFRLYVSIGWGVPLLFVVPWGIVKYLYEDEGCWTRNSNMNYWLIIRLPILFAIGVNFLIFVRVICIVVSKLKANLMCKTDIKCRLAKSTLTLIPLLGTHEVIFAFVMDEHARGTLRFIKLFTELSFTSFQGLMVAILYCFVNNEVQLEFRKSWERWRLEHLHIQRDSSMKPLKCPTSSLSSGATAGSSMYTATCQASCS
HT1080-NT tox = kills 2HG-producing HT-1080-NT fibrosarcoma cells; HT-1080-NT fibrosarcoma viability, CellTiter-Glo ATP luminescence, 48 h; Potency, µM (highest dose often 46.1 µM), without a hit: at the top dose activity, negative = less viability, usual class: cytotoxic; 1.6% of 360,000 active; AID 686970;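 further: NT is the 2HG producing partner of a matched IDH1 knockdown line; 0% = DMSO-treated cells and -100% = media-only wells without cells; nearly all actives have a fitted effect of over 55% in size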
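Compounds were tested in concentration-response format on HT-1080-NT cells for 48 hours at 37 degrees C. Cell viability came from CellTiter-Glo luminescence; curves were classified by r2, response magnitude and activity.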
GLP1R inv ag = acts as inverse agonist at human GLP-1 receptor | Potency, µM (doses to about 38.3 µM), inactives show top-dose activity change, negative = inhibition, usual class: inhibitors | HEK293 GLP-1R CRE-luciferase, luminescence, 24 h; GLP-1R form is constitutively active | 1.6% of 410,000 active | P43220; further: on the % scale 0 is the no-effect control and ±100 the full control effect; nearly all actives have a fitted effect of over 55% in size
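Seeding at 200 cells/uL, 12 h culture, 24 hr compound treatment, then luciferase reagent and a luminescence read; cells are HEK293 stably expressing a constitutively active GLP-1R plus cAMP-responsive luciferase.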
HT1080 IDH1KD tx = toxicity to HT-1080 IDH1 knockdown cells (counter line); Potency, µM (series often up to 46.1 µM), for inactives: at the highest dose activity, negative = toxicity, most hits filed as cytotoxic; 2% of 360,000 active; HT-1080 IDH1 knockdown viability, ATP luminescence, 48 h;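 further: 0% = DMSO wells and -100% = cell-free medium wells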
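HT-1080-IDH1KD cells (IDH1 knocked down), 750/well in RPMI with 5% FBS, treated with compound 48 h at 37 degrees C. Viability by CellTiter-Glo luminescence, normalised to DMSO and no-cell wells; concentration-response curves classed.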
SW480 rereplic = induces DNA re-replication in SW480 colon adenocarcinoma cells; SW480 DNA re-replication, Hoechst DNA content imaging, 48 h; Potency, µM (titrated, usually from 46.1 µM), for inactives: at the highest dose re-replication activation, hits mostly activators; 1.8% of 340,000 active; further: % of control where 0% means no effect; nearly all actives have a fitted effect of over 55% in size
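Compounds, transferred as 23 nL by pin tool, were incubated with cells for 48 hr; DNA content per nucleus was then quantified by Hoechst staining and fluorescence plate imaging.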
KB-3-1 cytotox = kills parental KB-3-1 adenocarcinoma cells | Potency, µM (highest dose often 46.1 µM), for inactives: top-dose activity change, negative = cytotoxic, usual class: cytotoxic | 1.4% of 400,000 active | KB-3-1 viability, CellTiter-Glo ATP luminescence, 72 h | AID 1347075; further: on the % scale 0 is the no-effect control and ±100 the full control effect; nearly all actives have a fitted effect of over 60% in size
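Screening of KB-3-1 cells (DMEM, 10% FBS, phenol-red free) ran from lowest to highest compound concentration; after 72 h at 37 °C viability was read luminescently and curves fitted.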
TDP-43 yeast inh = rescues yeast growth from TDP-43 toxicity; Potency, µM (top dose mostly 46.1 µM), inactives show at the highest dose growth rescue (activation), most hits filed as activators; 1.8% of 410,000 active; TDP-43 expressing yeast growth rescue, BacTiter-Glo, 24 h; AID 652104; further: % of control where 0% means no effect; nearly all actives have a fitted effect of over 50% in size
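Growth rescue of TDP-43-toxic yeast measured as ATP luminescence (BacTiter-Glo). Cells grown to mid-log in raffinose, induced in galactose at OD600=0.02, exposed to compound 24 hr at 30 deg C.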
KB-V1 MDR tox = KB-V1 MDR subline cytotoxicity; Potency, µM (top dose mostly 46.1 µM), for inactives: at the highest dose activity change, negative = cytotoxicity, hits mostly cytotoxic; 3.4% of 400,000 active; KB-V1 MDR cells viability, CellTiter-Glo, 72 h; further: on the % scale 0 is the no-effect control and ±100 the full control effect; nearly all actives have a fitted effect of over 60% in size
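KB-V1 cells (P-gp-expressing MDR subline of KB-3-1) in phenol-red-free DMEM with 10% FBS were exposed to library compounds over a concentration series for 72 h at 37 degrees C. Viability read by CellTiter-Glo luminescence; concentration-effect curves fitted after normalization.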
* hit, by the source's call; ? = inconclusive; / = not tested or not shown; [ ] = dose if it differs, or a comment. The call rests on the fitted dose curve; in most records, active means well fitted curve in the direction sought with a large enough effect; inconclusive means small, poorly fitted or top-dose-only effect, or another doubt; inactive means no such curve, though single readings can be large; an effect the other way counts as inactive or inconclusive. Potency means the concentration at half of the fitted maximal effect.

SMILES | GLP1R cytotox | GLP1R ag | HT1080-NT tox | GLP1R inv ag | HT1080 IDH1KD tx | SW480 rereplic | KB-3-1 cytotox | TDP-43 yeast inh | KB-V1 MDR tox
COc1ccc(NC(=O)CSCC(=O)N(C)Cc2cccc(OC)c2OC)cc1 | 5.9% | -9.5% | -11.3% | 7.9% | -0.9% | -2.5% | 24.7% | 5.4% | ?
O=C(Nc1ccccc1F)C1CCN(S(=O)(=O)c2cccc3nonc23)CC1 | -4.4% | 13.8% | 25.0% | 3.8% | 3.0% | -12.5% | 0.0% | -7.3% | ?
O=C(c1ccco1)N1CCN(C(=O)c2cc3ccccc3oc2=O)CC1 | 2.4% | -22.8% | -0.5% | -1.8% | -3.1% | -4.0% | -0.2% | 11.6% | -7.9%
CC(CCc1ccccc1)NC(=O)c1ccc(NC(=O)c2ccc(Cl)cc2Cl)cc1 (configuration not stated) | 6.9% | 6.3% | ? | 24.9% | ? | -2.0% | 6.3% | 8.0% | -5.1%
Oc1c(C(c2ccccn2)N2CCOCC2)ccc2cccnc12 (configuration not stated) | ? | 18.7% | 0.355µM* | ? | 0.251µM* | 17.7% | ? | -14.3% | -27.6%
CSCc1cc(N2CCOCC2)nc(SCc2ccc(Cl)c(Cl)c2)n1 | 20.7% | 15.9% | ? | ? | ? | 5.0% | 0.0% | ? | ?
COc1cccc2c(=O)ccoc12 | ? | -4.6% | -4.0% | 28.2% | -10.9% | 0.7%[9.22 µM] | 2.9% | -1.2% | 4.2%
COCCNC(=O)c1ccccc1N(Cc1ccccc1)S(=O)(=O)c1ccccc1 | 1.4% | -7.6% | 8.6% | 8.3% | 5.6% | ? | -0.3% | 0.7% | -3.6%
Cc1ccc2cc(/C=N/NC(=O)c3ccc(F)cc3)c(Cl)nc2c1 | 1.0%[0.307 µM] | -10.6% | 15.1% | 4.8%[0.307 µM] | 12.9% | 0.0% | 4.8% | -15.3% | 2.9%
Cc1cc(=O)oc2cc(OCC(=O)OCC(=O)Nc3ccccc3C(C)C)ccc12 | 1.4% | -2.0% | -5.0% | 0.0% | 6.4% | -3.3% | -11.6% | 22.4% | -10.8%
COc1ccc(C(C#N)=Cc2ccc(N(C)CCC#N)cc2)cc1 | 3.7% | 22.5% | -21.1% | -11.0% | ? | / | 0.0% | ? | ?
N#CCC(=O)N/N=C/c1ccc(OCC(=O)Nc2ccc(F)cc2)cc1 | 2.0% | -3.3% | -5.7% | 1.4% | 3.7% | -15.0% | 0.7% | -1.5% | 1.4%
O=C(CNC(=O)c1cccc(F)c1)OCc1cc(=O)n2cc(Br)ccc2n1 | -1.0% | -7.5% | 11.3% | 15.3% | 16.9% | 0.0% | 10.0% | -5.8% | -0.3%
CCOC(=O)N1CCN(C(=O)COc2ccc3c(c2)C(=O)CC2(CCN(C(C)=O)CC2)O3)CC1 | 4.2% | -3.0% | 3.0% | 9.0% | 13.4% | -7.5% | 0.9% | -8.4% | -6.5%
Cc1ccccc1CN1C(=O)CN(S(C)(=O)=O)CC1(C)C(=O)NCc1ccccc1 (configuration not stated) | -8.0% | / | 14.3% | 4.1% | 9.8% | / | 13.0% | 8.0% | 4.0%

A draw from above in order of molecular weight, smallest number first:
SMILES | GLP1R cytotox | GLP1R ag | HT1080-NT tox | GLP1R inv ag | HT1080 IDH1KD tx | SW480 rereplic | KB-3-1 cytotox | TDP-43 yeast inh | KB-V1 MDR tox
Cc1ccc2cc(/C=N/NC(=O)c3ccc(F)cc3)c(Cl)nc2c1 | 1.0%[0.307 µM] | -10.6% | 15.1% | 4.8%[0.307 µM] | 12.9% | 0.0% | 4.8% | -15.3% | 2.9%
O=C(c1ccco1)N1CCN(C(=O)c2cc3ccccc3oc2=O)CC1 | 2.4% | -22.8% | -0.5% | -1.8% | -3.1% | -4.0% | -0.2% | 11.6% | -7.9%
Cc1cc(=O)oc2cc(OCC(=O)OCC(=O)Nc3ccccc3C(C)C)ccc12 | 1.4% | -2.0% | -5.0% | 0.0% | 6.4% | -3.3% | -11.6% | 22.4% | -10.8%
CC(CCc1ccccc1)NC(=O)c1ccc(NC(=O)c2ccc(Cl)cc2Cl)cc1 (configuration not stated) | 6.9% | 6.3% | ? | 24.9% | ? | -2.0% | 6.3% | 8.0% | -5.1%

(list continues)
SMILES | GLP1R cytotox | GLP1R ag | HT1080-NT tox | GLP1R inv ag | HT1080 IDH1KD tx | SW480 rereplic | KB-3-1 cytotox | TDP-43 yeast inh | KB-V1 MDR tox
O=C(Nc1sc2c(c1C(=O)NCC(O)CO)CCCC2)c1ccccc1 (configuration not stated) | -3.1% | 8.7% | 16.4% | 6.9% | 11.1% | -9.7% | ? | 0.5% | ?
COCCN(C(=O)C(=O)NC1CCCC1)C(C(=O)NC1CCCC1)c1ccccc1F (configuration not stated) | -30.8% | 0.7% | -0.6% | 16.1% | 1.8% | -45.5% | 0.0% | 3.7% | -15.9%
O=C(Nc1ccc(Oc2c(F)c(F)c(F)c(F)c2F)cc1)OC1CCN2Cc3ccccc3N=C12 (configuration not stated) | 8.0% | 15.4% | ? | ? | ? | 13µM* | 8.2µM* | -19.1%[1.82 µM] | ?
Cc1ccc2c(c1)sc(C)[n+]2CCCS(=O)(=O)[O-] | 2.5% | 4.0% | 1.9% | -1.6% | -1.7% | -0.2% | 11.2% | -18.6%[0.397 µM] | 0.0%
OCCCn1c(-c2ccccc2)n[nH]c1=S | 15.5% | -0.6% | 14.1% | 0.0% | 21.2% | -0.7% | 9.9% | 0.0% | -0.1%
CCc1ccc(CNC(=O)C(CC)n2nc(C)c3c(C)n(-c4ccccc4)nc3c2=O)cc1 (configuration not stated) | -10.9% | / | / | ? | / | / | -27.5% | -1.5% | -14.6%
Cc1nc(SCC(=O)Nc2nc3ccccc3s2)c(C#N)c(C)c1C | 78.4%[activator] | -3.9% | -26.7% | -67.3% | ? | 5.8µM* | ? | 6.5% | -23.2%
O=C(COC(=O)CCOc1ccccc1)NCCc1ccccc1 | 14.6% | -3.1% | -6.1% | 20.6% | -1.9% | -4.3% | -3.4% | -20.2% | ?
CC1(C(=O)NS(=O)(=O)c2ccccc2Cl)CCN1C(=O)c1ccco1 (configuration not stated) | 1.3% | -6.6% | 19.4% | 4.9% | 10.5% | / | 0.0% | 10.0% | 1.6%
Cc1cc(C)cc(OCC(=O)NCc2nc(-c3ccccc3)no2)c1 | -19.1% | 0.8% | -3.7% | 0.0% | -14.1% | 0.3% | -5.0% | 0.0% | -14.3%
CC1CCCCC1NC(=O)CN1C(=O)c2cccc(N)c2C1=O (configuration not stated) | / | 6.1% | 9.2% | -12.8% | 11.1% | -1.5% | -1.5% | 23.1% | -5.8%
CCOC(=O)c1nn(-c2ccccc2)c(=O)cc1SC1CCCCC1 | 5.9% | 1.5% | 2.2% | 3.0% | 0.9% | -31.8%[inhibitor] | 9.9% | -23.2% | -6.4%
Cc1ccccc1CC1(CO)CCCN(Cc2cn[nH]c2-c2ccccc2)C1 (configuration not stated) | 133.8%[activator] | 6.8% | 11.5% | -7.4% | 0.6% | 4.9% | 0.3% | -9.5% | 8.3%
CC(=O)NC1C(=O)N(CCc2ccccc2)c2ccc(Br)cc21 (configuration not stated) | -10.2% | -3.8% | 0.4% | ? | -8.0% | 2.1% | -6.0% | -11.2% | 5.8µM*
CCOC(=O)N1CCN(CC(O)COc2c(OC)cccc2OC)CC1 (configuration not stated) | -9.9% | 9.6% | 4.8% | -18.6% | -3.9% | 2.4% | 9.1% | 1.5% | ?
COc1cccc(CN2CCc3nc(Nc4ccc5c(c4)OCCO5)ncc3C2)c1OC | -5.0% | / | / | ? | / | / | 1.6% | 7.0% | -11.0%
CCOC(=O)C1CCN(Cc2cnc(NC(=O)OC)s2)CC1 | 6.7% | 0.9% | -2.6% | 3.1% | 3.1% | -10.8% | 18.9% | -10.0% | 10.2%
CC(=O)C12CCCCC1CC1C3CC(C)C4(O)CC(=O)CCC4(C)C3CCC12C (configuration not stated) | 0.2% | -3.6% | 6.6% | -14.0% | 3.6% | ? | ? | -7.4% | ?
O=C(C=Cc1ccccc1)N1CCCCC1 | -1.6% | 8.7% | 7.8% | 7.8% | 3.1% | -10.1% | -1.2% | -0.7% | 10.0%
Cc1cc2nc(CCN(C(=S)NCC3CCCO3)C3CCCC3)[nH]c2cc1C (configuration not stated) | 1.5% | 2.5% | 8.3% | ? | 4.1% | 73.1% | 6.7% | 17.0% | -2.7%
COc1cc2c(cc1OC)CN(C(=O)c1ccc(N3CCCC3)c([N+](=O)[O-])c1)CC2 | -22.2% | ? | -1.3% | 93.9%[activator] | 1.0% | -4.9% | -19.4% | ? | ?
Cc1ccc(S(=O)(=O)NCC(=O)NCC(=O)OCC(=O)N2CC(=O)Nc3ccccc32)cc1C | -2.5% | 5.0% | 2.5% | 1.0% | -4.2% | -22.5% | 2.9% | 10.3% | 13.9%
CCOC(=O)c1c(N)nn(C(C)=O)c1-c1ccccc1 | 9.6% | 14.3% | 2.7% | -3.0% | 4.5% | -5.0% | 2.6% | -6.2% | 1.4%
O=C1[C@@H](c2ccccc2)[C@@H](c2ccccc2)N1c1cccnc1 | -15.3% | -1.9% | ? | ? | 16.4µM* | ? | ? | -9.7% | -22.9%
O=C(CCCC(=O)N1CCc2ccccc21)N1CCc2ccccc21 | -2.1% | -2.7% | 14.0% | 0.4% | 8.8% | 10.8% | 6.9% | 2.3% | 24.5%
O=C(CN1C(=O)NC2(CCOc3ccccc32)C1=O)N1CCCCC1 (configuration not stated) | 13.7% | -1.2% | -4.1% | 0.2% | 0.7% | 1.5% | 5.0% | -12.2% | ?
CC(C)c1ccc(NC(=S)NN2CCOCC2)cc1 | -0.7% | 1.1% | -1.3% | 2.3% | 3.1% | -8.6% | -2.9% | 7.2% | 1.4%
Cc1ccc(N(C)S(=O)(=O)c2cccc(C(=O)NCC(c3ccco3)N3CCCC3)c2)cc1 (configuration not stated) | 2.6% | -3.8% | 1.1%[9.24 µM] | 10µM* | -1.2% | 3.4% | -16.6% | -11.9% | -14.0%
